RECQ1 inh = inhibitors of human RECQ1 DNA helicase. Potency, µM (highest dose often 57.3 µM), inactives show at the highest dose activity, negative = inhibition, hits mostly inhibitors. 240,000 tested, 0.54% active. P46063. RECQ1 DNA unwinding, red fluorescence kinetic read;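 also: plate controls were vehicle for no effect and no enzyme for full effect; nearly all actives have a fitted effect of over 30% in size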
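50 nM RECQ1T1 preincubated 15 min with compound in Tris pH 8.0 buffer with MgCl2, DTT, Tween-20 and 2.5 ug/ml poly(dI-dC); started with 200 nM TAMRA/BHQ-2 forked duplex and 2 mM ATP. Unwinding read as fluorescence (525/598 nm), two reads 2 h apart.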
JMJD2E inh = blocks human JMJD2E demethylase activity. 230,000 tested, 1.6% active. JMJD2E catalytic domain, FDH-coupled NADH fluorescence (FDH is formaldehyde dehydrogenase). Potency, µM (highest dose often 57.1 µM), for inactives: at the highest dose activity change, negative = inhibition, hits mostly inhibitors. AID 2147; active = well fitted inhibition curve with a large enough effect, not every such curve was filed as active; inconclusive = small, poorly fitted or top-dose-only effect, or another doubt; inactive = no such curve, though single readings can be large or run the other way;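 also: 0% = wells with enzyme and -100% = buffer wells without enzyme; nearly all actives have a fitted effect of over 50% in size; many of its hits are not listed in these tables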
Target sequence (B2RXH2 1-337 limits assumed): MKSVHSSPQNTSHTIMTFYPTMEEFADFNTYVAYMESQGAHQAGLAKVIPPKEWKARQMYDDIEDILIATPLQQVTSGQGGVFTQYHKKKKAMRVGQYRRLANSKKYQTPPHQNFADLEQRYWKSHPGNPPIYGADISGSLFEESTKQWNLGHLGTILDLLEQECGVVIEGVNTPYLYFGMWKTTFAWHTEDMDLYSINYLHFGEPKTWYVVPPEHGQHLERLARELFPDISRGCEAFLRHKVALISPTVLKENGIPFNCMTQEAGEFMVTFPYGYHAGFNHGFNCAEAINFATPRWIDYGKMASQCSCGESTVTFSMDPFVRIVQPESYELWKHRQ
L3MBTL1 block = blocks human L3MBTL1; AlphaScreen L3MBTL1–H3K9me1 peptide binding; 230,000 tested, 0.66% active; Q9Y468; AID 485360; Potency, µM (top dose mostly 57.1 µM), for inactives: at the highest dose activity, negative = inhibition, hits mostly inhibitors; also: % is scaled to controls: 0 for no effect and ±100 for the full control effect; nearly all actives have a fitted effect of over 60% in size
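Read-out is AlphaScreen signal from streptavidin donor and nickel chelate acceptor beads (10 ug/mL final each) bridging L3MBTL1 (50 nM) and biotinylated K9-monomethylated H3(1-15) peptide (75 nM), after 30 min compound exposure at room temperature.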
LMNA splice mod = changes lamin A minigene splicing in HeLa cells; HeLa LMNA splicing GFP/RFP minigene ratio, 48 h; Potency, µM (top dose mostly 46.1 µM), without a hit: at the top dose ratio change, negative = inhibition, most hits filed as inhibitors; 200,000 tested, 0.01% active; AID 1487; active = well fitted inhibition curve with a large enough effect in the signal ratio, with a control signal flat, not every such curve was filed as active; inconclusive = small, poorly fitted or top-dose-only effect, or effect the other way, or a change in a side signal; the % refers to the signal ratio; also: % is scaled to controls: 0 for no effect and ±100 for the full control effect
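S3 HeLa stable clones carrying a lamin A-EGFP splicing minigene plus DsRed2 were seeded at 600 cells/well in Opti-MEM with 2% FBS, pin-dosed and incubated 48 h at 37°C. Acumen cytometry (488 nm) gave the GFP/RFP total-intensity ratio.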
Tau ThT inhib = tau fibrillization inhibition (ThT binding); Potency, µM (titrated, usually from 57.4 µM), inactives show at the top dose activity, negative = inhibition, actives largely listed as inhibitors; AID 1460; 270,000 tested, 2.1% active; P10636; recombinant tau K18 P301L (four-repeat tau fragment), heparin-induced fibrillization, ThT fluorescence; also: % is scaled to controls: 0 for no effect and ±100 for the full control effect; nearly all actives have a fitted effect of over 55% in size
Target sequence (P10636 561-689 P618L limits assumed): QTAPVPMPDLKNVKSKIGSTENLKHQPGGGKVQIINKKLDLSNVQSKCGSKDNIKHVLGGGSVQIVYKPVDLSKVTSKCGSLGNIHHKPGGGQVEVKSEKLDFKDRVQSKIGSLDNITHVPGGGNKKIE
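Tau K18 P301L fragment (15 uM unlabeled plus 0.24 uM Alexa 594-labeled) in 100 mM sodium acetate pH 7 with compound, fibrillization induced by 20 uM heparin for 6 hr at 37 C. Thioflavin T (30 uM) added, fluorescence read after 1 hr (ex 450, em 510 nm).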
ALDH1A1 block = blocks purified human ALDH1A1 activity; P00352; Purified ALDH1A1, NADH fluorescence, propionaldehyde substrate; Potency, µM (top dose mostly 75.3 µM), without a hit: top-dose activity, negative = inhibition, actives largely listed as inhibitors; 220,000 tested, 7.3% active; AID 1030; active = well fitted inhibition curve with a large enough effect, not every such curve was filed as active; inconclusive = small, poorly fitted or top-dose-only effect, or another doubt; inactive = no such curve, though single readings can be large or run the other way;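 also: plate controls were no enzyme wells and a reference inhibitor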
Target sequence (P00352 whole entry, looked up): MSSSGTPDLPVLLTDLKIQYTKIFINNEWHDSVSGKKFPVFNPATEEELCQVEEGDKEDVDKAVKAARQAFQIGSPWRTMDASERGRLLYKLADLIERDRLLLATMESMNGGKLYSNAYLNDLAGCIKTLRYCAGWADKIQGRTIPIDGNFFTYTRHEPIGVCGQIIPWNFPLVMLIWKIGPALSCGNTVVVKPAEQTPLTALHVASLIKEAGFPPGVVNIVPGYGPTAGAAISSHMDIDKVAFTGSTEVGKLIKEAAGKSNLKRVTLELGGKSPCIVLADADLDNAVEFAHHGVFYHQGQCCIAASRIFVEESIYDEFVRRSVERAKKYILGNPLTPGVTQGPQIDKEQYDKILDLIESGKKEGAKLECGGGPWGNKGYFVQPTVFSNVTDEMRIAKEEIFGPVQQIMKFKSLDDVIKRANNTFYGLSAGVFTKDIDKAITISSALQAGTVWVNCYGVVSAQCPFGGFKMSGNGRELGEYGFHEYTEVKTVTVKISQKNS
SMN2 splice up = enhancers of SMN2 splice variant expression; HEK293 SMN2-luciferase splicing reporter, luminescence, 30-36 h; Potency, µM (titrated, usually from 46.1 µM), for inactives: at the highest dose activity change, positive = activation, actives largely listed as activators; 210,000 tested, 2.8% active; AID 1458; also: % of control where 0% means no effect; nearly all actives have a fitted effect of over 55% in size
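HEK293 cells carry an SMN2 […]–luciferase reporter in which exon 7 inclusion puts luciferase in frame. Cells were plated 10-12 h before compound addition, then incubated 30-36 h at 37C. ONE-Glo luminescence was read; sodium butyrate at 4.5 mM final served as control.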
Luc counter = counter-screen: inhibitors of Kinase-Glo firefly luciferase; Kinase-Glo luciferase, ATP luminescence, 8 min; Q27757; AID 1379; Potency, µM (series often up to 38.3 µM), inactives show at the top dose activity change, negative = inhibition, hits mostly inhibitors; 200,000 tested, 0.28% active; also: % is scaled to controls: 0 for no effect and ±100 for the full control effect; nearly all actives have a fitted effect of over 60% in size
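Kinase-Glo luciferase light output from ATP and luciferin was measured with 10 uM ATP, within the enzyme's linear range. Buffer: 50 mM imidazole pH 7.2, 50 mM KCl, 7 mM MgCl2, 0.01% Tween 20, 0.05% BSA; luminescence read after 8 min at ambient temperature.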
* = called active by the depositor; i = inactive; ? = inconclusive; . = no result given; [ ] = dose if it differs, or a comment. Unless noted, calls follow the shape of the dose curve; as a rule, active = well fitted curve in the direction sought with a large enough effect; inconclusive = small, poorly fitted or top-dose-only effect, or another doubt; inactive = no such curve, though single readings can be large; an effect the other way counts as inactive or inconclusive. Potency is read from the fitted curve at half-maximal effect.

Screens in order – RECQ1 inh | JMJD2E inh | L3MBTL1 block | LMNA splice mod | Tau ThT inhib | ALDH1A1 block | SMN2 splice up | Luc counter
CC(C)(C)c1nn2cnnc2n(/N=C/c2ccc(O)cc2)c1=O
→ -3% | 6% | 7% | -7% | -4% | -5% | -16% | 3%
Cc1cccc(C)c1NC(=O)C1NC(=O)CC1c1ccccc1 (stereo unspecified)
→ -7% | 7% | . | 9% | -4% | 18% | 5% | -1%
COC(=O)c1sc(N)c(C(=O)OC)c1CSc1nnnn1C
→ i | 4% | 1% | 7% | 0% | -3% | -19% | -2%
Cc1cc(=O)oc2cc(NC(=O)CCC(=O)O)ccc12
→ -1% | ? | 7% | -2% | -10% | ? | 0% | -1%
Cc1ccc(NC(=S)N(CCCN2CCOCC2)Cc2cccs2)c(C)c1
→ -1% | 2% | 1% | -3% | -5% | -1% | -5%[1.84 µM] | 2%
Cc1ccc(C(=O)O)cc1S(=O)(=O)N1CCCC1
→ -4% | 9% | . | -4% | -7% | 0% | ? | -1%
O=C(Cc1ccccc1)N1CCC(C(=O)N2CCN(c3ccc(F)cc3)CC2)CC1
→ -11% | -4% | -1% | 4% | ? | -9% | -17% | 2%
Cn1c(=O)c2[nH]cnc2n(-c2ccccc2)c1=O
→ -4% | -3% | . | 0% | 1% | 4% | -14% | -4%
Nc1c(C(=O)NCc2ccco2)c2nc3ccccc3nc2n1CCc1ccccc1
→ -10% | ? | 2% | 15% | ? | ? | -2% | 1%
O=C(O)c1ncsc1-c1ccccc1
→ -2% | ? | -14% | . | -20% | . | . | .
COc1ccc(-n2nnnc2SCC(=O)Nc2ccc3c(c2)OCCO3)c(OC)c1
→ i | 0% | -4% | ? | -17% | 7.1µM* | -22% | -2%
CCCCC1=NN(C(=O)c2ccncc2)C(O)(C(F)(F)F)C1 (stereo unspecified)
→ 6% | 17% | 0% | . | 2% | 17% | . | .
Cc1cccc(OCCn2nc(C(=O)O)c3ccccc3c2=O)c1
→ i | 0% | . | 14% | -14% | -12% | -8% | -4%
Cc1cc2cc(CNC(=O)Nc3cccc(Cl)c3)ccc2n1C
→ 9% | ? | -8% | -13% | ? | 22µM* | -25% | -7%
C=CCNC(=S)N(Cc1ccccc1)Cc1ccc(F)cc1
→ i | -1% | 51%[activator] | -22%[46 µM] | -10% | -5% | 10% | -1%
CC1(C)CC(NC(=O)C(F)(F)F)CC(C)(C)N1OC(=O)c1ccco1
→ i | 7% | 18%[11.4 µM] | -6% | 2% | 13% | ? | 0%
CC(Sc1nnc(-c2cccs2)n1-c1ccccc1)C(=O)NCc1ccc2c(c1)OCO2 (stereo unspecified)
→ -10% | -3% | . | -1% | -7% | 0% | 7% | 3%
Cc1ccccc1-n1c(=O)n(Cc2ccccc2)c(=O)c2[nH]cnc21
→ -5% | -4% | 1% | . | -3% | . | . | .
CC(C)c1cc(C(=O)N2CCCC(CCC(=O)NCc3ccccc3F)C2)n(C)n1 (stereo unspecified)
→ i | 20% | 2% | ? | 1% | 2% | -43%[inhibitor] | 0%
CCn1c(CSc2ncn[nH]2)nc2cc(C(=O)O)ccc21
→ -29% | ? | 57%[activator] | ? | -2% | 10% | . | .
Cc1ccc(OCCn2c(=O)cnc3ccccc32)cc1
→ -3% | ? | -1% | ? | -9% | ? | -26% | 0%
O=C(CSc1nnc(Cc2ccsc2)o1)c1ccccc1
→ i | 6% | 15% | . | -5% | . | . | .
O=S(=O)(N1CCCCC1)n1c(Cc2ccccc2)nc2ccccc21
→ -8% | 10% | 31%[activator] | -3% | -13% | 2% | -25% | -2%
O=C(Nc1cccc(O)c1)c1cc(-c2ccco2)on1
→ -3% | 3% | 0% | -12% | -22% | 1% | 11% | -5%
CCOc1ccccc1N1CC(C(=O)Nc2ccc(C(=O)O)cc2)CC1=O (stereo unspecified)
→ -7% | 0% | 8% | 9% | -3% | -7% | -7% | 1%
CC(=O)NNc1ccc(C(F)(F)F)cc1[N+](=O)[O-]
→ 0% | -2% | 13% | -16% | -1% | 7% | -1% | 4%
COC(=O)c1c(C)cc(OC(=O)c2c(C)cc(O)c(C=O)c2O)c(C)c1O
→ -3% | -11% | . | . | -9% | 3% | -28% | -8%
CCOC(=O)c1c(C)n(C)c2ccc(OC)c(NS(=O)(=O)CC)c12
→ 1% | -2% | 1% | -13% | -12% | ? | 11% | 2%
Cn1c(=O)[nH]c(=O)c2[nH]c(N(Cc3ccccc3)Cc3ccccc3)nc21
→ -7% | -13% | -1% | ? | ? | -10% | -41%[inhibitor] | -2%
O=C(Nc1cc([N+](=O)[O-])ccc1Cl)C(Sc1ccccc1)c1ccccc1 (stereo unspecified)
→ -11% | 1% | -20% | -7% | -3% | -5% | 2%[1.84 µM] | -5%
NC(Cc1c[nH]c2ccccc12)C(=O)O (stereo unspecified)
→ i | ? | . | . | ? | -13% | -6% | 0%
C/C=C/C(=O)C[C@H]1CC[C@@H](C)[C@@H](CCO)O1
→ -3% | -4% | . | . | -4% | ? | 10% | -3%
Cn1c(C(=O)NCCC2=CCCCC2)cc2c(=O)n3ccccc3nc21
→ -19% | ? | 4% | 4% | -8% | ? | 30% | -1%
C=C(C)CN(CC)Cc1c(C(=O)N(C)CCCC)nc2ccccn12
→ -13% | -1% | 6% | . | -5% | 8% | -1% | -5%
CCOC1CC(C)(C)NC(=S)N1 (stereo unspecified)
→ i | 4% | 0% | ? | -1% | 0% | 21% | -1%
O=[N+]([O-])c1ccc(Nc2nc(N/N=C\c3ccc4c(c3)OCO4)nc(N3CCCCC3)n2)cc1
→ -4% | -3% | -10% | ? | 32µM* | ? | -21% | -4%
O=[n+]1c2c(n([O-])c3cc(F)ccc31)CCCC2
→ 10% | -5% | 2% | 7% | -8% | -2% | 1% | 12%
CCOC(=O)c1c(C)[nH]c(/C(C)=N/O)c1C
→ -4% | ? | 23% | 10% | 11% | -14% | -4% | -2%
COc1ccc(CSc2cccc3cccnc23)cc1[N+](=O)[O-]
→ 1% | 4% | -8% | ? | ? | ? | 18% | 0%
CN(CC1COCCO1)c1nc2nonc2nc1N1CCSCC1 (stereo unspecified)
→ -6% | 1% | 8% | . | -5% | 3% | . | .
COCCN(CCOC)c1nc(C)nc2c1nc(-c1ccccc1)n2CC1CCN(C)CC1
→ 0% | ? | . | . | 0% | ? | -1% | 3%
Cc1noc(C)c1S(=O)(=O)N1CCCC(C(=O)Nc2ccc(Cl)cn2)C1 (stereo unspecified)
→ i | 6% | -1% | ? | -7% | 12% | -36%[inhibitor] | 3%
CCN(CC)S(=O)(=O)c1ccc2[nH]c(=O)[nH]c2c1
→ -15% | 0% | -1% | -1% | -1% | 12% | -7% | -2%
CCOC(=O)CNC(=O)C(CC(N)=O)NC(=O)OC(C)(C)C (stereo unspecified)
→ 5% | -7% | -4% | 34%[46 µM] | 9% | -3% | . | .
COc1ncc2nc(-c3ccccc3)c(=O)n(Cc3cccs3)c2n1
→ -15% | . | . | . | . | ? | -5% | 1%
O=C(c1ccncc1)N1CCC2(CC1)CN(c1ccccn1)C2
→ -15% | . | . | . | . | ? | -19% | -4%
O=C1NCCCC2c3c(cc(Br)c(O)c3Br)OC12N1CCCCC1 (stereo unspecified)
→ -15% | ? | . | 3% | ? | 7.9µM* | -13% | -3%
Cc1cccc(N2C(=O)CC(N(C(=O)c3ccco3)c3cccc(C)c3)C2=O)c1 (stereo unspecified)
→ -3% | -3% | -4% | -1% | -8% | 1% | -2% | 1%
Cc1c(C)c2ccc(OC3CCCCC3=O)cc2oc1=O (stereo unspecified)
→ -4% | ? | . | -3% | -9% | ? | ? | 0%
CS(=O)(=O)Nc1ccc(C(=O)NCCSCc2ccco2)cc1
→ 1% | -3% | ? | -6% | -14% | ? | -4% | 2%
FC(F)(F)Oc1ccc(NC(=S)NCc2ccccc2)cc1
→ -4% | 2% | 10% | -7% | -1% | 11% | ? | 2%
COc1cc([N+](=O)[O-])ccc1NC(=O)CCN1C(=O)C2C3CCC(C3)C2C1=O (stereo unspecified)
→ i | 8% | 6% | 20% | 3% | ? | -12% | -1%
O=c1oc(-c2ccccc2NS(=O)(=O)c2ccc(F)cc2)nc2ccccc12
→ -2% | 6% | 2% | . | ? | -3% | . | .
COc1ccc(N2CCN(CCNC(=O)CCCn3c(=O)[nH]c4cc(Cl)ccc4c3=O)CC2)cc1
→ -9% | 5% | -9% | -4% | -26% | 7% | -6% | 2%
Cc1cc(NS(=O)(=O)c2ccc(NC(=O)CCCC(=O)O)cc2)nc(C)n1
→ -5% | 1% | -3% | -8% | -10% | -3% | -8% | -1%
COc1ccc(C(NC(C)=O)c2ccc3cccnc3c2O)c(OC)c1 (stereo unspecified)
→ -6% | 22µM* | ? | ? | -7% | -6% | -90%[inhibitor] | -3%
CC(C)[C@H](NC(=O)c1ccco1)C(=O)OCC(=O)Nc1cccc(F)c1
→ i | -10% | 2% | -15%[46 µM] | 6% | 11% | 1% | 0%
COCCN(C(=O)CNC(=O)c1cccs1)C(C(=O)NC1CCCCC1)c1ccco1 (stereo unspecified)
→ i | -1% | -5% | ? | 1% | -10% | -11% | -2%
S=C(NCCc1ccccc1)N1CCN(Cc2ccc(Cl)c(Cl)c2)CC1
→ -4% | -3% | 7% | -12% | -2% | -3% | . | .
O=C(OCc1nc2scc(-c3ccccc3)c2c(=O)[nH]1)c1cc(Cl)ccc1[N+](=O)[O-]
→ -3% | -3% | -14% | 2% | ? | 3% | -6% | -3%
COc1ccccc1CN(Cc1cc2c(C)ccc(C)c2[nH]c1=O)Cc1nnnn1Cc1ccco1
→ -3% | ? | -9% | 6% | -13% | 14µM* | -21% | -1%
CCCC1(C(=O)O)NC(c2ccccc2O)C2C(=O)N(c3cccc(Cl)c3)C(=O)C21 (stereo unspecified)
→ 8% | -17% | . | -9% | -6% | -12% | -15% | 0%

Compound activity as filed in PubChem BioAssay.

A portion of the library; count on the stated rates, not on these rows.
